AmpC no deterg: inhibitors of E. coli AmpC beta-lactamase without detergent; AID 485341; AmpC nitrocefin hydrolysis, absorbance 480 nm, 0.0001% Triton; Potency, µM (doses to about 57.1 µM), without a hit: at the highest dose activity change, negative = inhibition, actives largely listed as inhibitors; 330,000 compounds, 0.52% hits;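 also: potency is read from the fitted curve at half-maximal effect; plate controls were no compound for no effect and no enzyme for full effect; nearly all actives have a fitted effect of over 20% in size; some results filed as inactive show a strong effect at the top dose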
Target sequence (P00811 whole entry, looked up): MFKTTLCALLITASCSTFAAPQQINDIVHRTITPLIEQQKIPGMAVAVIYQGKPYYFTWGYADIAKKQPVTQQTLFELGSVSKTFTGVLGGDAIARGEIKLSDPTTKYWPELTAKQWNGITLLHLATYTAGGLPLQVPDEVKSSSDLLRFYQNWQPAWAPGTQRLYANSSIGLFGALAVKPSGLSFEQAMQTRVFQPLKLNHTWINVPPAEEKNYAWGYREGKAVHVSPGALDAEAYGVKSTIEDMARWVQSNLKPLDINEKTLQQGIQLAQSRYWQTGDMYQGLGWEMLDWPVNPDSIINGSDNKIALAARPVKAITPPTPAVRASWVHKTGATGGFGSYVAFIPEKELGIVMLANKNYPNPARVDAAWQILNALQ
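20 mM phosphate pH 7.0 + 0.01% (detergent screen) or 0.0001% Triton X-100; 5.3 nM AmpC reagent; cpd preinc 15 min RT; nitrocefin (800 uM stock) to start; A480 q20 s × 4 min; Activity was normalised to no-enzyme and no-compound control wells.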
HCMV inh: human cytomegalovirus inhibition; activity change, negative = inhibition, % at 57.5 µM; 410,000 compounds, 4.5% hits; HFF cells, HCMV-luciferase reporter, 72 h; stronger effect = lower value; in the data active = activity change below about -60%; inconclusive = no clear call, values can overlap the other calls; inactive = above about -39%
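After 16 h attachment at 37C, HFF cells received test compound and HCMV-luciferase (1 PFU/cell); reporter luminescence read 72 h later, data normalized against buffer-only and known inhibitor Salinomycin.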
LmPK inh: inhibitors of Leishmania mexicana pyruvate kinase. Q27686. 290,000 compounds, 0.37% hits. purified LmPK, Kinase-Glo ATP luminescence, 1 h. Potency, µM (top dose mostly 57.5 µM), for inactives: top-dose activity change, negative = inhibition, usual class: inhibitors. AID 1721; also: potency is read from the fitted curve at half-maximal effect
Target sequence (Q27686 whole entry, looked up): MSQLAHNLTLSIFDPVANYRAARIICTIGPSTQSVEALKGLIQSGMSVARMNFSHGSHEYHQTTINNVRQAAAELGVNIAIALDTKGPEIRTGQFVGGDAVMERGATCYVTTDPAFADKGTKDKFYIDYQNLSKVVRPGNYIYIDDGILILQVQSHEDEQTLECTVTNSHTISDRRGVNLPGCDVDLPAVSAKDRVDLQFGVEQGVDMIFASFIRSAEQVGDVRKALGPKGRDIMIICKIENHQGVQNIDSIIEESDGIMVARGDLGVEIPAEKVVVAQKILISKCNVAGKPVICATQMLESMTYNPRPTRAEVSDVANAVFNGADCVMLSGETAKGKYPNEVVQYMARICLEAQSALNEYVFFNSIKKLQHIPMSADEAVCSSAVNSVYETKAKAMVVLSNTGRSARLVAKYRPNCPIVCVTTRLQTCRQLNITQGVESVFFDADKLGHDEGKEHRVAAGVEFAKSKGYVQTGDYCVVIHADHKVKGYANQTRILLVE
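Purified LmPK (0.1 nM) with 0.5 mM PEP and 0.1 mM ADP in imidazole buffer pH 7.2 with MgCl2/KCl, 1 h at room temperature. ATP formed was read by luciferase luminescence and normalized to no-enzyme and uninhibited controls.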
AMA1 RON2 block: inhibitors of Plasmodium falciparum AMA1-RON2 interaction. AlphaScreen AMA1-biotinylated RON2 peptide binding. Potency, µM (doses to about 58.2 µM), for the others: top-dose activity change, negative = inhibition, most hits filed as inhibitors. 360,000 compounds, 0.2% hits. AID 720542;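 also: potency is read from the fitted curve at half-maximal effect; 0% = vehicle wells and -100% = peptide control; nearly all actives have a fitted effect of over 45% in size; some results filed as inactive show a strong effect at the top dose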
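AMA1 (3D7) with his tag at 25 nM final met compounds first, then biotinylated RON2 peptide at 25 nM; detection used donor plus acceptor beads, 10 µg/mL apiece, read by AlphaScreen after 30 min at room temperature.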
TbPYK inhibitor: inhibitors of Trypanosoma brucei pyruvate kinase | TbPYK enzyme, Kinase-Glo Plus ATP luminescence, 45 min | Potency, µM (series often up to 76.8 µM), for inactives: at the highest dose activity, negative = inhibition, hits mostly inhibitors | Q57TT1 | AID 624173 | 410,000 compounds, 0.12% hits; also: potency is read from the fitted curve at half-maximal effect; nearly all actives have a fitted effect of over 50% in size
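In this concentration-response screen, enzyme-free wells defined baseline while DMSO plates tracked drift. Each reaction combined TbPYK, substrate, compound and 130 uM ADP for 45 min at room temperature. Kinase-Glo Plus luminescence gave the signal.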
AmpC inh detg: AmpC beta-lactamase inhibition with detergent present; 370,000 compounds, 0.041% hits; Potency, µM (highest dose often 114 µM), for the others: at the top dose activity change, negative = inhibition, actives largely listed as inhibitors; AmpC hydrolysis of nitrocefin, absorbance 480 nm, 0.01% Triton; AID 485294;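 also: potency is read from the fitted curve at half-maximal effect; 0% = no-compound wells and -100% = no-enzyme wells; nearly all actives have a fitted effect of over 25% in size; some results filed as inactive show a strong effect at the top dose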
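20 mM phosphate pH 7.0 + 0.01% (detergent screen) or 0.0001% Triton X-100; 5.3 nM AmpC reagent; cpd preinc 15 min RT; nitrocefin (800 uM stock) to start; A480 q20 s × 4 min; Activity was normalised to no-enzyme and no-compound control wells.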
Sm TGR block: blocks Schistosoma mansoni thioredoxin glutathione reductase; Q962Y6; purified TGR, DTNB reduction, TNB absorbance 405 nm; Potency, µM (series often up to 114 µM), without a hit: top-dose activity change, negative = inhibition, most hits filed as inhibitors; 360,000 compounds, 3% hits; AID 485364; also: potency is read from the fitted curve at half-maximal effect; nearly all actives have a fitted effect of over 60% in size
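Kinetic colorimetric format: TGR-catalysed, NADPH-driven DTNB reduction monitored via TNB absorbance. Enzyme dispensed at 20 nM; compound exposure 15 min at room temperature before reaction start.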
Active calls of the source: *; ? = inconclusive; / = no result given; [ ] = another dose, or the depositor's remark. Unless noted, calls follow the shape of the dose curve; as a rule, active = well fitted curve in the direction sought with a large enough effect; inconclusive = small, poorly fitted or top-dose-only effect, or another doubt; inactive = no such curve, though single readings can be large; an effect the other way counts as inactive or inconclusive. Unless noted, % is scaled to controls: 0 for no effect and ±100 for the full control effect. Compounds as they come (roughly 7.4% active in at least one column).

SMILES | AmpC no deterg | HCMV inh | LmPK inh | AMA1 RON2 block | TbPYK inhibitor | AmpC inh detg | Sm TGR block
O=C(COc1ccc(S(=O)(=O)NC2CCCC2)cc1)N1CCCCC1 | -4% | -20 | -6% | 7% | 4% | -4% | 0%
CCOc1ccc(-n2nnnc2SCC(=O)NNC(=O)c2ccco2)cc1 | -9% | 29 | 6% | 69%[activator] | -26% | 3% | 24%
CN1CC=C(c2c[nH]c3ccccc23)CC1 | -18% | 9 | -3% | 7% | 0% | ? | 0%
O=c1[nH]c(=S)[nH]c(O)c1N=Nc1ccc(-c2ccccc2)cc1[N+](=O)[O-] | -51% | / | -10% | / | / | -1% | ?
COc1ccc(-c2nc3sc(CCNC(=O)c4ccc(C(C)(C)C)cc4)c(C)n3n2)cc1 | / | 47 | / | / | 3% | 1% | 4%
Cn1c(SCC(=O)Nc2ccc3c(c2)CCC3)nnc1C1CC1 | 4% | -30 | / | -1%[11.6 µM] | -14% | 13% | -1%
Cc1ccc(NC(=O)CN2CCC(NC(=O)c3cccc(F)c3)CC2)cc1C | 41% | 15 | -9% | 10% | -4% | -5% | 100%[activator]
Cc1ccccc1C(=O)N/N=C/c1ccc(OCC(=O)N2CCCCC2)cc1 | -20% | -39 | -1% | 9% | -8% | -1% | 6%
CCCn1c(NCc2cccc(OC)c2OC)nc2ccccc21 | -10% | 53 | 3% | -9% | 1% | 2% | 0%
CCCC(=O)NC(=S)N1CCN(c2ccc([N+](=O)[O-])cc2)CC1 | -29% | 3 | 3% | -4%[11.6 µM] | -1% | -3% | 1%
CCOC(=O)c1cnc2c(C)cc(C)cc2c1NCCCN1CCOCC1 | 55% | -62* | 5% | 11% | -1% | ? | -4%
Cc1ccc(-c2noc(CN(C)C(=O)Nc3ccc(F)cc3)n2)cc1 | -20% | 12 | -1% | -3% | 1% | -10% | 2%
COc1ccc(C(=O)NCc2nnc(SCC(=O)Nc3cc(OC)ccc3OC)o2)cc1 | -14% | ? | 1% | 0% | 0% | 1% | -2%
O=C1CN2NC(=S)N(c3ccc(Cl)cc3)C2=CN1c1ccc(Cl)cc1 | -10% | 41 | 1% | -1% | -6% | 4% | /
O=C(c1ccc(Cl)cc1)N(Cc1ccco1)Cc1ccco1 | / | -14 | / | / | 4% | -3% | -2%
Cc1cccc(C)c1NC(=O)Cn1c(=O)c2cccn2c2ccccc21 | -23% | 0 | -2% | 0% | 6% | ? | -20%
Cc1ccccc1CC(=O)NC1CCN(C)CC1 | -1% | -16 | 1% | 11% | 0% | 3% | 1%
COc1ccc(C(CNc2ccc(S(C)(=O)=O)cc2[N+](=O)[O-])N(C)C)cc1OC (centres undefined) | 2% | -29 | -1% | 54%[activator] | -14% | ? | -28%
Cc1nc2nc(CNC(=O)c3cccc(F)c3)nn2c(C)c1CCC(=O)Nc1ccc(F)cc1 | / | -10 | / | / | 0% | 11% | 15%
COc1cc2c(cc1OC)[C@H](C)N(C(=O)COc1ccccc1)CC2 | 12% | -2 | 0% | 3% | 0% | -3% | 8%
CC(=O)C1=C(O)C(=O)N(c2cccc(Br)c2)C1c1ccccc1Cl (centres undefined) | -30% | 2 | -4% | -5% | 6% | -15% | -13%
CSC1CCCCC1(O)CSc1nc2c(cc1C#N)CCCC2 (centres undefined) | -21% | ? | -1% | 2% | ? | 0% | 5%
CC(C)NC(=O)NC(=O)COC(=O)Cc1c(F)cccc1Cl | -19%[11.4 µM] | -25 | 5% | 3% | 2% | -14% | 9%
COCCN(C(=O)/C=C/c1ccccc1)c1c(N)n(Cc2ccccc2)c(=O)[nH]c1=O | -3% | 39 | 1% | 4% | 3% | 6% | 11%
CCC1=C/C(=C/c2sc3ccccc3[n+]2CC)CC(C)(C)C1 | 23% | -40 | 6% | 1% | ? | -9% | 1.8µM*

Full records as entered above.
`CCOc1ccc(-n2nnnc2SCC(=O)NNC(=O)c2ccco2)cc1` is listed as AmpC no deterg: -9%; HCMV inh: 29; LmPK inh: 6%; AMA1 RON2 block: 69%[activator]; TbPYK inhibitor: -26%; AmpC inh detg: 3%; Sm TGR block: 24%
`Cc1ccccc1CC(=O)NC1CCN(C)CC1` is listed as AmpC no deterg: -1%; HCMV inh: -16; LmPK inh: 1%; AMA1 RON2 block: 11%; TbPYK inhibitor: 0%; AmpC inh detg: 3%; Sm TGR block: 1%

Compounds shown so far with an NH in an aromatic ring (3):
SMILES | AmpC no deterg | HCMV inh | LmPK inh | AMA1 RON2 block | TbPYK inhibitor | AmpC inh detg | Sm TGR block
CN1CC=C(c2c[nH]c3ccccc23)CC1 | -18% | 9 | -3% | 7% | 0% | ? | 0%
O=c1[nH]c(=S)[nH]c(O)c1N=Nc1ccc(-c2ccccc2)cc1[N+](=O)[O-] | -51% | / | -10% | / | / | -1% | ?
COCCN(C(=O)/C=C/c1ccccc1)c1c(N)n(Cc2ccccc2)c(=O)[nH]c1=O | -3% | 39 | 1% | 4% | 3% | 6% | 11%

Back to the main list; the 4 compounds before the break are reprinted first.
SMILES | AmpC no deterg | HCMV inh | LmPK inh | AMA1 RON2 block | TbPYK inhibitor | AmpC inh detg | Sm TGR block
CSC1CCCCC1(O)CSc1nc2c(cc1C#N)CCCC2 (centres undefined) | -21% | ? | -1% | 2% | ? | 0% | 5%
CC(C)NC(=O)NC(=O)COC(=O)Cc1c(F)cccc1Cl | -19%[11.4 µM] | -25 | 5% | 3% | 2% | -14% | 9%
COCCN(C(=O)/C=C/c1ccccc1)c1c(N)n(Cc2ccccc2)c(=O)[nH]c1=O | -3% | 39 | 1% | 4% | 3% | 6% | 11%
CCC1=C/C(=C/c2sc3ccccc3[n+]2CC)CC(C)(C)C1 | 23% | -40 | 6% | 1% | ? | -9% | 1.8µM*
CCn1nc(C)c(Br)c1C(=O)Sc1ccccc1Cl | -22% | -5 | -5% | 20% | -4% | 0% | 8.9µM*
CCOc1ccc(-c2noc(CCC(=O)NC3CCCCC3)n2)cc1OC | 2% | -10 | 1% | 0% | 3% | 9% | 1%
COc1ccc(NC(=O)C(NS(=O)(=O)c2cccc3nsnc23)C(C)C)cc1 (centres undefined) | / | -2 | / | / | 1% | ? | -9%
O=C1c2cccnc2C(=O)N1Cc1ccc(S(=O)(=O)N2CCN(c3ccccc3)CC2)cc1 | 13% | -31 | 7% | 5% | 3% | -5% | 5%
Cc1ccc(-c2nnc(NC(=O)CCS(=O)(=O)c3ccc(F)cc3)o2)c(C)c1 | -1% | 4 | / | 132%[activator] | -1% | -10% | -16%
C=CCn1c(NCc2cc(Cl)ccc2O)nc2ccccc21 | 14µM* | 57 | -5% | 0% | -2% | -17% | -6%
O=C(NCc1ccc(Cl)cc1)NC1COc2ccccc2C1 (centres undefined) | / | -10 | / | / | -2% | 8% | -2%
O=C(Nc1ccc(-n2cnnn2)cc1)C1CCCCC1 | -9% | -13 | 5% | 5% | 2% | -4% | -25%
Cc1ccc(C)c(N2CCN(C(=O)CCc3nc(-c4ccc(Cl)cc4)no3)CC2)c1 | -19% | 13 | / | -2% | -2% | / | /
COc1ccc(NC(=O)CSc2nc3ccccc3c(=O)n2CCC(=O)NC2CCCCC2)c(OC)c1 | / | -15 | / | / | -5% | -5% | 1%
CCCNC(=O)C1CN(S(=O)(=O)c2ccc(C)cc2)c2ccccc2O1 (centres undefined) | -9% | 46 | 0% | -15% | -2% | ? | -8%
COc1cccc(CN(C)C(=O)Nc2cccc(C(F)(F)F)c2)c1OC | 5% | -23 | 3% | -17% | 2% | -3% | -6%
O=C1C=C(NC(=O)Nc2ccc(Cl)c(Cl)c2)CCC1 | -29% | -3 | 0% | 16% | -7% | ? | 12%
CC1CCCC(NC(=O)c2ccc3c(c2)NC(=O)CS3)C1C (centres undefined) | -31% | 0 | 0% | -6% | 5% | 6% | 1%
O=Cc1ccc(F)c([B-](F)(F)F)c1 | / | 3 | / | 13% | -10% | / | /
COc1ccccc1CNC(=O)c1ccc2c(c1)N(Cc1cc(C)ccc1C)C(=O)c1ccccc1S2 | / | -25 | / | / | 4% | -1% | 5%
Cc1ccc(-c2nn(CC(=O)NCCN3CCOCC3)c(=O)c3ccccc23)cc1 | 52% | -9 | -5% | 2% | -2% | -11% | 1%
O=C(N/N=C\c1ccc(Sc2ccccn2)o1)c1cccc(Br)c1 | -33% | -14 | 3% | -6% | -11% | ? | 2%
CCOc1ncccc1C(=O)OCC(=O)Nc1cc(C(C)(C)C)ccc1OC | -3% | -1 | / | -1% | 0% | / | /
C#CCOCCOCCOCCNc1nc(N2CCN(C(=O)CCCCCCCCCCNC(=O)Cn3cc(CCCCCN)nn3)CC2)nc(N2CCN(C(=O)CCCCCCCCCCNC(=O)[C@H]([C@@H](C)CC)n3cc(CCCCCN)nn3)CC2)n1 | 245%[activator] | / | / | ? | 1% | 7% | 45µM*
NC(N)=N/N=C/c1ccccc1OC(F)F | -36% | -7 | -3% | 7% | 0% | 1% | 0%
CC(=O)Nc1ccc(Nc2c([N+](=O)[O-])c(=O)n(-c3ccccc3)c3ccccc23)cc1 | -25% | -13 | -3% | 14% | 1% | -4% | 0%
CCCCN(C)CCCNC(=O)C1(O)c2ccccc2NC(=O)N1c1ccc(Cl)cc1 (centres undefined) | -16% | -16 | -6% | -10% | 1% | 0% | -18%

Screens (PubChem)
